Bim-Bcl-2 – disrupts Bim peptide binding to human Bcl-2; P10415; Bead-based flow cytometry, Bim peptide-Bcl-2 binding; inhibition, % at 10 µM; 0.06% of 190,000 active; AID 950; in the data active = inhibition above about 40%; inconclusive = no clear call, values can overlap the other calls;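 note: 0% = no compound wells with probe peptide and 100% = reference peptide inhibitor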
Target sequence (P10415 whole entry, looked up): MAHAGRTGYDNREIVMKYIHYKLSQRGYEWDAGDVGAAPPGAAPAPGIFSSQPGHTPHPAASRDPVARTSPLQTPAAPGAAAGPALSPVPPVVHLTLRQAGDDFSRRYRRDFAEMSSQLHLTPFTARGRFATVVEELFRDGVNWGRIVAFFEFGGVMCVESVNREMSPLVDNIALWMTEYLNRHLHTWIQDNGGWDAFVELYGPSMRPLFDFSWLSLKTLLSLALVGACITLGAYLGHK
Bcl-B Bim block – human Bim-Bcl-B interaction inhibition | 0.073% of 190,000 active | Q9HD36 | AID 951 | bead-based flow cytometry, Bim peptide-Bcl-B binding | inhibition, % at 10 µM;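 note: 0% = tracer peptide without compound and 100% = reference inhibitor peptide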
Target sequence (Q9HD36 whole entry, looked up): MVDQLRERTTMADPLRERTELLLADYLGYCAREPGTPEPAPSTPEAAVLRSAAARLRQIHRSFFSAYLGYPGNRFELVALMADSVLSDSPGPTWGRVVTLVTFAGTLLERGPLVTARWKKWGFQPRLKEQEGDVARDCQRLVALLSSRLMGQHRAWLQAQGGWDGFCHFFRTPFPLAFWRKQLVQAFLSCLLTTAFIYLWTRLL
Bcl-XL Bim block – disrupts Bim peptide binding to human Bcl-XL; bead flow cytometry, fluorescence; inhibition, % at 10 µM; 0.04% of 190,000 active
Mcl-1 Bim block – inhibitors of Bim-Mcl-1 interaction, human; inhibition, % at 10 µM; Bead-based flow cytometry, Bim peptide-Mcl-1 binding; AID 1009; 0.1% of 190,000 active; Q07820;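 note: 0% = no compound tracer wells and 100% = peptide blocker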
ABCB1 inh – blocks JC-1 efflux by human ABCB1 transporter | CCRF-Adr cells, flow cytometry | 0.067% of 190,000 active | AID 1326 | inhibition, % at 6.6 µM; in the data active = inhibition above about 40%;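 note: 0% = vehicle and 100% = reference inhibitor; higher value means more JC-1 retained so stronger ABCB1 efflux block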
RGS4-Gao reg – modulates binding of RGS4 to human Galphao. P09471. Multiplexed bead flow cytometry; actives lie on both sides. binding response (% of control), % at 10 µM. 0.33% of 220,000 active. AID 1415; in the data active = binding response below about 49% or above about 150%; inactive = in between;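 note: fluorescent Galphao activated with aluminum fluoride binding bead-coupled RGS4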
Target sequence (P09471 whole entry, looked up): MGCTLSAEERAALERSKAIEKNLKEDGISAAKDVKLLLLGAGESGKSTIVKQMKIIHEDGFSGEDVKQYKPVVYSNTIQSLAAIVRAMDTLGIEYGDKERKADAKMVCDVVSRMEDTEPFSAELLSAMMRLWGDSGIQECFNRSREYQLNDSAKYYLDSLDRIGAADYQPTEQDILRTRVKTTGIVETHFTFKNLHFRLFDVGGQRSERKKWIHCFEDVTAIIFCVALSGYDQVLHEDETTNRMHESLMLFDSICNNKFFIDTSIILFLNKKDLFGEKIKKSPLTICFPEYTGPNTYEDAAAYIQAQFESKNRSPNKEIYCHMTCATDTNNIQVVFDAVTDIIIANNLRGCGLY
Bim-Bfl-1 – human Bim-Bfl-1 interaction inhibition. Bead-based flow cytometry, Bim-Bfl-1 binding inhibition. 0.12% of 190,000 active. inhibition, % at 10 µM. Q16548;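 note: 0% = wells without compound plus tracer and 100% = blocker peptide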
ABCG2 inh – inhibitors of human ABCG2 transporter, ABCB1 counter-screen; 0.1% of 190,000 active; inhibition, % at 6.6 µM; Q9UNQ0; AID 1325; IgMXP3 cells, JC-1 efflux, flow cytometry;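 active = inhibition above 80%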;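 note: 0% = DMSO and 100% = nicardipine control wells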
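Measure – % inhibition of efflux relative to nicardipine and DMSO · Test system – ABCG2 IgMXP3 and barcoded ABCB1 CCRF-Adr cell mix · Control set – nicardipine as high control, DMSO as low control · Compound – one concentration, 6.6 µM final · Signal – flow cytometry of retained JC-1 fluorescence · Timing – 10 min exposure at 25 °C with rotation, no wash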
Bcl-W Bim block – human Bim-Bcl-W interaction inhibition | Q92843 | bead-based flow cytometry, Bim peptide-Bcl-W binding | inhibition, % at 10 µM | 0.02% of 190,000 active;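 note: 0% = bound tracer without compound and 100% = peptide blocker; higher means less fluorescent Bim peptide bound to Bcl-W beads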
Target sequence (Q92843 whole entry, looked up): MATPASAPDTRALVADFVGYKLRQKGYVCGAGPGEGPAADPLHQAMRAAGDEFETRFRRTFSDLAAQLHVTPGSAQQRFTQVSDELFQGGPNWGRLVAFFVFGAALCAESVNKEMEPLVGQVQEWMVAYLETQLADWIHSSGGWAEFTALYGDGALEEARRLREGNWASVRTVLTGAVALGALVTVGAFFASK
RGS8-Gao reg – modulates binding of RGS8 to human Galphao. P09471. multiplexed bead flow cytometry; actives lie on both sides. response (percent of control binding), % at 10 µM. 0.34% of 220,000 active. AID 1423; in the data active = response below about 60% or above about 140%; inactive = in between;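 note: Galphao activated as the GDP aluminium fluoride complex binding bead-coupled RGS8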
RGS7-Gao – modulates binding of RGS7 to human Galphao | AID 1439 | 0.35% of 220,000 active | P09471 | Multiplexed bead flow cytometry; actives lie on both sides | binding response (% of control), % at 10 µM; in the data active = binding response below about 49% or above about 150%; inconclusive = no clear call, values can overlap the other calls; inactive = in between;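 note: fluorescent Galphao held in activated GDP-AlF4 state binding bead-coupled RGS7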
* hit, by the source's call; ? = inconclusive; · = no result given; [ ] = another dose, or the depositor's remark. Cut-off read from the data, not from the text of the source, unless noted: active = inhibition above about 40%. Random draw from the library; about 0.94% have a hit in one of these screens.

SMILES	Bim-Bcl-2	Bcl-B Bim block	Bcl-XL Bim block	Mcl-1 Bim block	ABCB1 inh	RGS4-Gao reg	Bim-Bfl-1	ABCG2 inh	Bcl-W Bim block	RGS8-Gao reg	RGS7-Gao
CCOc1c(Cl)cc(C(=O)Nc2ccccc2C(=O)O)cc1Cl	-1	-2	-2	-1	0.0	99	0	1	0	101	96
CN(C)S(=O)(=O)c1ccc2nnn(O)c2c1	0	-5	-4	0	-0.2	97	-3	2	-4	99	98
COc1ccc(CCNC(=O)C(=O)NCC2CCCO2)cc1 (stereo not drawn)	6	2	-2	5	0.3	100	3	2	4	103	101
CC(C)Cn1c(O)c(N=NC(=O)c2cccc(S(=O)(=O)N3CCCCC3)c2)c2ccccc21	0	-3	-2	-1	4.9	84	0	-3	0	72	85
Cn1nc(C(=O)NCc2cccs2)c2ccccc2c1=O	-1	-5	-5	-3	0.1	95	-1	2	-4	99	91
CCn1c(/C=C/c2ccc([N+](=O)[O-])o2)nc2ccccc2c1=O	-2	-2	-3	-2	1.8	97	0	7	-2	98	100
CCN(CC)C(=O)N1CCc2ccccc21	-3	-2	-1	0	0.2	99	-4	-3	0	99	97
Clc1ccc(OCc2nn3c(-c4ccco4)nnc3s2)cc1	-9	-6	3	2	0.4	101	-10	5	0	102	98
O=[N+]([O-])c1ccc(NC(=S)NCC(c2cccnc2)N2CCOCC2)cc1 (stereo not drawn)	-2	-5	-4	-2	1.7	89	0	8	-4	95	98
CSCCC(NS(=O)(=O)c1cccs1)C(=O)NCc1ccc(C)cc1 (stereo not drawn)	0	-4	-5	-3	1.2	106	1	4	-3	100	102
NS(=O)(=O)c1ccc(-n2ncc3c(=O)[nH]c(SCC(=O)Nc4nccs4)nc32)cc1	-2	-2	-8	-2	-0.3	85	-2	0	-5	90	81
C=CCn1c(SCC(=O)NC2CCS(=O)(=O)C2)nc2sc(CC)cc2c1=O (stereo not drawn)	-2	1	1	0	0.1	102	-1	4	0	99	102
O=C(OCc1ccccn1)c1ccc(COc2ccccc2Cl)o1	-5	-4	-7	0	0.5	101	-10	10	0	106	99
O=C(COC(=O)COc1ccccc1)Nc1ccccc1OC(F)F	-3	-4	-1	-3	0.6	99	0	4	-2	99	97
CCOC(=O)N1CCC(n2c(SCC(=O)NCCC3=CCCCC3)nc3ccccc3c2=O)CC1	-1	-2	-7	-1	5.8	100	-1	5	0	103	104

In a second layout: results already given
Values run as follows: Bim-Bcl-2	Bcl-B Bim block	Bcl-XL Bim block	Mcl-1 Bim block	ABCB1 inh	RGS4-Gao reg	Bim-Bfl-1	ABCG2 inh	Bcl-W Bim block	RGS8-Gao reg	RGS7-Gao
> C=CCn1c(SCC(=O)NC2CCS(=O)(=O)C2)nc2sc(CC)cc2c1=O (stereo not drawn)
    -2	1	1	0	0.1	102	-1	4	0	99	102
> O=C(OCc1ccccn1)c1ccc(COc2ccccc2Cl)o1
    -5	-4	-7	0	0.5	101	-10	10	0	106	99

Following part.
SMILES	Bim-Bcl-2	Bcl-B Bim block	Bcl-XL Bim block	Mcl-1 Bim block	ABCB1 inh	RGS4-Gao reg	Bim-Bfl-1	ABCG2 inh	Bcl-W Bim block	RGS8-Gao reg	RGS7-Gao
O=C(C1CCC1)N1CCc2cc(S(=O)(=O)NCc3ccccn3)ccc21	-11	-7	-10	-5	0.4	102	-4	5	-3	103	104
Cc1ccccc1/C=C/C(=O)N1CCOCC1	-1	-5	1	3	0.1	103	-5	0	1	104	109
O=C(NCc1ccccc1)c1cnc2n(c1=O)CCS2	-6	-2	0	0	0.9	101	-8	10	0	105	101
CCNC(=O)COC(=O)c1cc(-c2ccccc2)nn1-c1ccccc1	-2	-5	0	-3	0.1	101	-7	1	0	102	101
C=CCOc1ccc(/C=C2\C(=N)N3N=C(S(=O)(=O)CC)SC3=NC2=O)cc1OC	-3	-1	1	1	-1.2	97	-4	-10	3	101	98
COc1cccc(Nc2ccc(-n3ccnc3)nn2)c1	-2	-4	-3	1	0.8	102	-6	8	3	102	101
COc1cc(OC)c(C2=Nc3ccc(Br)cc3C(c3ccccc3)N2CC(=O)NN)cc1OC (stereo not drawn)	5	4	6	-2	11	109	4	3	1	129	115
Cc1nc(N2CCOCC2)c2c(C)c(C(=O)Nc3ccc(F)cc3Cl)sc2n1	0	-7	-3	-3	0.4	102	-4	3	-2	101	100
COc1ccccc1NS(=O)(=O)c1cc(NC(=O)c2ccco2)ccc1N1CCOCC1	-3	-2	0	1	3.5	93	-4	9	-1	94	?
Cc1ccc(-n2nnnc2-c2ccco2)cc1	0	-6	-2	0	0.8	101	-1	2	-2	102	97
C#CCNC(=O)C1=C[C@H](C2CCCCC2)C[C@H](OCCCCO)O1	-4	-6	-2	-2	0.5	99	-6	1	-3	99	99
CNc1nnc(-c2cc3cc(Cl)ccc3oc2=O)s1	1	0	0	-1	0.0	102	0	3	-2	101	101
CC(C)NS(=O)(=O)c1ccc(CCC(=O)N2CCc3ccccc3C2)cc1	1	-1	2	1	-0.2	86	-2	0	-1	97	100
CCOC(=O)N1CCN(C(=O)CSc2ccc(-c3ccncc3)nn2)CC1	3	-4	-2	0	1.0	103	2	4	0	101	104
CN(C)c1ccc(C(=O)/C=C/c2ccco2)cc1	0	-25	0	-2	-0.3	90	2	-1	-2	92	83
O=C(N/N=C/c1ccco1)c1ccc(N2CCCC2=O)cc1	-1	-8	-6	-1	0.3	99	-4	16	-3	102	99
CC[n+]1c(/C=C2\Sc3ccccc3N2C)ccc2cccc(C)c21	4	-33	5	6	30	96	5	151*	5	98	?
O=C(CCCc1cccs1)N1CCN(S(=O)(=O)c2ccccc2Br)CC1	0	-4	-2	0	2.1	97	-1	5	-2	95	96
Cc1[nH]c2ccc(-c3nnc(SCC(=O)NCc4ccco4)n3Cc3ccccc3)cc2c1C	0	-6	-2	-1	-0.5	96	6	-3	0	97	93
Cc1ccc(-n2c(C)cc(/C=N/NC(=O)c3ccncc3)c2C)c(C)c1	1	-4	-1	0	0.4	102	0	3	0	102	102
O=C(CN(Cc1ccco1)C(=O)c1cc(=O)[nH]c2ccccc12)Nc1ccccc1Br	-10	-6	-4	-2	0.7	103	-20	7	-1	101	102
COc1ccc(Cn2c(=O)n(Cc3ccco3)c(=N)c3c4c(sc32)COC(C)(C)C4)cc1	-13	-8	-6	-8	5.6	115	-10	8	-7	101	175*[activator]
Cc1c(NC(=O)COC(=O)C2CC3C=CC2C3)c(=O)n(-c2ccccc2)n1C (stereo not drawn)	-3	-3	-3	0	0.6	87	-2	3	-5	95	89
COc1ccc(NC(=O)N(CCCN(C)C)Cc2cc3cc(OC)ccc3[nH]c2=O)cc1	-2	-7	-4	0	0.4	103	0	1	-3	105	104
COc1cc2c(cc1OC)CN(CC(=O)Nc1ccccc1SC)CC2	0	0	-3	-1	1.3	104	-1	4	0	108	104
CCCCCCC1CCC(c2nc(-c3ccncc3)no2)CC1 (stereo not drawn)	2	0	0	0	0.1	97	0	0	0	100	100
COc1cccc(NC(=O)N(Cc2cc3cc(C)cc(C)c3[nH]c2=O)CC2COCCO2)c1 (stereo not drawn)	-1	-2	-4	0	2.9	101	-1	4	-2	100	99
COc1cccc(Nc2nnc(SCC3CCCCO3)s2)c1 (stereo not drawn)	0	-3	3	-1	1.7	100	-1	20	0	99	97
O=c1oc2ccccc2c(O)c1C=Nc1cccnc1	-3	-2	-2	-1	0.7	102	-7	4	-1	102	106
CCC1CCC(NC(=O)Nc2cccc(OC)c2)CC1 (stereo not drawn)	-10	-5	-4	-2	1.0	93	-16	5	-2	96	89
Nn1cnc2c([nH]c3ccccc32)c1=O	-7	-8	-9	-5	-0.4	100	-2	0	-7	101	102
Cc1ccc(C(=O)N2CCN(S(=O)(=O)c3ccc(C)cc3)CC2)cc1	-1	-3	-2	-1	0.8	106	-2	3	0	104	104
COc1ccc(-n2c(=O)c(CCC(=O)N(C)Cc3ccccc3C)nc3ccccc32)cc1	0	-14	-1	-3	-0.1	95	0	0	0	97	95
Cc1cccc(Nc2nnc(SCC(=O)Nc3cccc(S(=O)(=O)N4CCCCC4)c3)s2)c1	13	19	29	25	-0.5	108	29	-3	22	97	107
CCOc1ccc(C(=O)N2CCN(c3cccc(C)c3C)CC2)cc1	-2	0	0	0	0.2	94	-2	1	-5	96	92
CC(CN1CCCCC1)OC(=O)Cc1ccc(Cl)cc1 (stereo not drawn)	-3	-4	1	0	0.2	103	-8	1	0	100	103
Cc1ccc(S(=O)(=O)NCC(=O)OCC(=O)N2N=C(c3ccc(Cl)cc3)CC2c2ccco2)cc1C (stereo not drawn)	-4	-8	-7	-5	-2.8	108	-1	15	-4	102	104
Cc1ccc(OCCCC(=O)Nc2nnc(C3CCCO3)s2)c(C)c1 (stereo not drawn)	-4	-3	-1	-1	0.4	98	-5	5	-2	99	99
C=CCn1c2ccccc2c2nnc(SCCCn3c(=O)[nH]c4ccccc43)nc21	-1	-3	0	-3	2.7	97	-2	16	-1	98	96
CCn1c(SCc2nc(-c3ccccc3)no2)nc2ccccc21	-6	-10	-3	-1	0.9	102	-9	3	0	102	99
CC(C)(C)C(=O)NC(CC(=O)O)c1ccccc1 (stereo not drawn)	-1	0	-3	-2	0.0	82	-3	0	-5	87	99
CCCOc1ccc(C(=O)CCN2CCN(C(=O)OCC)CC2)cc1	-5	0	0	0	0.2	103	-3	9	-2	102	102
CCc1cc(C(=O)OC)c(NC(=O)CC2Nc3cc(C)c(C)cc3NC2=O)s1 (stereo not drawn)	-5	-9	-7	-4	·	102	-5	1	-2	99	99
Cc1cc(SCc2ccccc2)nc(=O)[nH]1	-11	-11	-10	-7	0.5	103	-22	-2	-3	101	107
CCN(C(C)=O)c1ccc(Oc2nc(OC)cc(OC)n2)cc1	-4	-2	-2	0	0.7	114	-6	2	1	107	?
COc1cc(C(=O)Nc2cc(Cl)ccc2C)c(-n2cnnn2)cc1OC	-7	-3	-10	-1	0.2	105	-9	2	0	104	104
CC(=O)OCc1cc(-c2nn(C)c(=O)c3ccccc23)ccc1C	2	1	1	2	1.0	96	3	2	3	89	95
COC(=O)c1c(NC(=O)CSc2ncnc3[nH]ncc23)sc2c1CCC2	-2	-3	0	0	0.5	95	-3	15	-2	101	92
O=C(NC(=S)Nc1ccc(Cc2ccncc2)cc1)c1ccc(F)cc1	-3	-10	-3	-3	0.1	97	-4	2	-2	95	?
COc1cccc(CN2CCN(Cc3cccn3-c3cccnc3)CC2CCO)c1 (stereo not drawn)	0	-3	-1	-2	0.4	99	-5	0	0	102	99
O=C(CN1CCCc2ccccc21)N/N=C/c1ccc(O)cc1O	-3	-1	-5	0	-0.2	95	-4	0	0	100	104
CCc1nn2cc(C(=O)c3cc(Cl)ccc3O)cnc2c1-c1ccc(F)cc1	8	-6	-7	-9	0.2	101	0	6	-5	92	99

Entries of single compounds, looked up by structure. Screens in order: Bim-Bcl-2, Bcl-B Bim block, Bcl-XL Bim block, Mcl-1 Bim block, ABCB1 inh, RGS4-Gao reg, Bim-Bfl-1, ABCG2 inh, Bcl-W Bim block, RGS8-Gao reg, RGS7-Gao
Shown for `CSCCC(NS(=O)(=O)c1cccs1)C(=O)NCc1ccc(C)cc1` (stereo not drawn) : 0, -4, -5, -3, 1.2, 106, 1, 4, -3, 100, 102
Shown for `O=C(COC(=O)COc1ccccc1)Nc1ccccc1OC(F)F` : -3, -4, -1, -3, 0.6, 99, 0, 4, -2, 99, 97
Shown for `NS(=O)(=O)c1ccc(-n2ncc3c(=O)[nH]c(SCC(=O)Nc4nccs4)nc32)cc1` : -2, -2, -8, -2, -0.3, 85, -2, 0, -5, 90, 81

Bioassay records deposited in PubChem by NMMLSC.
